Bioassay records: PubChem BioAssay, several laboratories
MC4R ag barr: human MC4R agonism via beta-arrestin; P32245; hit rate 0.98% among 360,000; activation, % at 8.9 µM; U2OS MC4R beta-arrestin complementation, luminescence; percent of melanotan II response, DMSO zero; AID 540308;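 active means activation above a per-plate cutoff, the mean activation of sample wells on that plate plus 3 SD, cut at about 8% in these data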
Target sequence (P32245 whole entry, looked up): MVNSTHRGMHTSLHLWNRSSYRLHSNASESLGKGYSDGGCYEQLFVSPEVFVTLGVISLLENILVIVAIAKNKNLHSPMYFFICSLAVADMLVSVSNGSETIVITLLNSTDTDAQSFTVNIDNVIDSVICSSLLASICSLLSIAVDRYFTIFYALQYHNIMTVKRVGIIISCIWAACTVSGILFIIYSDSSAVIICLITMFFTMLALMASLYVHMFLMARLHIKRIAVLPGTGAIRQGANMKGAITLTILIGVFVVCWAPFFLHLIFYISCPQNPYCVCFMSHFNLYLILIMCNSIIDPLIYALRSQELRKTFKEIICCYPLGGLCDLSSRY
HTR2A ag: mouse HTR2A agonism via beta-arrestin recruitment; CHO-K1 mHTR2A beta-arrestin complementation, luminescence; percent of 30 µM serotonin response; AID 624169; hit rate 0.66% among 360,000; activation, % at 7.6 µM; P35363;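 active means activation above a run cutoff, the mean activation of all tested compounds plus 3 SD, cut at about 14% in these data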;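 further: 0% = plate median of compound wells and 100% = 30 µM serotonin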
Target sequence (P35363 whole entry, looked up): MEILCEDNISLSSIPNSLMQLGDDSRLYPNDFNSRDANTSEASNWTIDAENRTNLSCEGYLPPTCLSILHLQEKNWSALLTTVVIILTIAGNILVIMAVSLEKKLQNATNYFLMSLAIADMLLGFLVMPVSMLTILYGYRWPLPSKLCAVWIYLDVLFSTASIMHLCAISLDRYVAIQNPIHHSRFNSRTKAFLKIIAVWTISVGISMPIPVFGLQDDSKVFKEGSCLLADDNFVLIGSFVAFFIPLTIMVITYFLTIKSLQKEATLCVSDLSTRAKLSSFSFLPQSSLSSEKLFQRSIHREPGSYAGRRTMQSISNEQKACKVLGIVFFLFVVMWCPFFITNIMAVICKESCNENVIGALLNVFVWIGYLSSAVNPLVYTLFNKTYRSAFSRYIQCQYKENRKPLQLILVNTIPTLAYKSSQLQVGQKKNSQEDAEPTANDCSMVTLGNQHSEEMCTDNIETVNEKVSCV
CaV13 ICDI inh: Disruptors of the CACNA1D IQ motif to Ca2+-dependent inactivation inhibitor domain association, primary screening, Förster resonance energy transfer in intact living …. AID 743397. hit rate 0.098% among 340,000. HEK cells, CFP/YFP FRET ICDI-IQ, plate reader, 10 min; percent FRET-ratio fall versus neutral wells. inhibition, % at 12.3 µM;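 active means mean replicate inhibition of at least 30% and at least 1% of replicates passing that level; inconclusive means only one of the two criteria is met; inactive means neither criterion is met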;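 further: 0% = median of the neutral control wells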
Glyco luc inh: blocks N-linked glycosylation in D54 reporter cells | hit rate 0.23% among 360,000 | AID 588692 | D54 ERlucT glycosylation luciferase reporter, 24 h; percent of 100 nM tunicamycin response | reporter increase, % at 12.5 µM;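 active means mean luciferase reporter signal, scaled so untreated is 0 and the glycosylation-blocking control 100, at or above a set limit in every replicate; inconclusive means mean reaches the limit but not every replicate does; inactive means mean below the limit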;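 further: luciferase carries N-glycosylation sites so blocking glycosylation raises the light; 0% = median of neutral control wells and 100% = median of 100 nM tunicamycin wells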
ABHD5 PLIN5 PPI: ABHD5-PLIN5 protein interaction inhibition | hit rate 0.78% among 360,000 | Split G. princeps luciferase complementation, luminescence, 4 h | Q00G26+Q8WTS1 | inhibition, % at 4 µM;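 active means inhibition above the mean inhibition across every tested compound plus 3 SD, cut at about 22% in these data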;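 further: 0% = DMSO only wells and the 100% control is not disclosed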
MC4R antagonist: blocks human MC4R cAMP signaling | P32245 | MC4R-expressing cells, MTII-stimulated cAMP, LANCE TR-FRET | inhibition, % at 6.5 µM | hit rate 0.48% among 360,000 | AID 540295;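 active means inhibition above its plate's cutoff, the mean of tested wells on that plate plus 3 SD, cut at about 29% in these data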;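 further: 0% = Melanotan II alone and 100% = Melanotan II plus saturating MCL0020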
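Material: human MC4R-expressing U2OS cells. Probe or stimulus: Melanotan II challenge. Dosing: 6.5 µM single dose. Times: 30-min compound, 1-h challenge, 1-h detection, room temperature. Technique: TR-FRET with Eu-cAMP and labeled anti-cAMP, 671 nm. Replication: singlicate.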
PDI turbidity: blocks human protein disulfide isomerase activity | PDI insulin aggregation turbidity, A650, 90 min | AID 588391 | hit rate 0.052% among 350,000 | inhibition, % at 10 µM;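 active means mean inhibition across replicates of 30% or more, whatever share of single replicates reach that level; inconclusive means mean inhibition below 30% while every single replicate reaches 30%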;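 further: absorbance from insulin aggregation driven by PDI reduction with DTT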
Exocytosis inh: lytic granule exocytosis inhibition. TALL-104 LAMP-1 surface exposure, flow cytometry; cells stimulated with thapsigargin and PMA. inhibition, % at 10 µM. hit rate 0.66% among 360,000. AID 651702;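 active means inhibition above about 55%, limit read from the data; inconclusive means no clear call, values can overlap the other calls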
ABCB6 inh MLPCN: human ABCB6 transporter inhibition; Q9NP58; hit rate 0.19% among 360,000; fluorescence ratio to DMSO, % at 10 µM; K562-ABCB6 porphyrin accumulation, flow cytometry, 1 h; active compounds read low;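 active means fluorescence ratio to DMSO below 75%, the collection mean minus 3 SD; inconclusive means too few cells collected in the well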;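 further: signal is porphyrin accumulated inside mitochondria; 100% equals median channel fluorescence of DMSO control wells; lower ratio means ABCB6 inhibition with less porphyrin fluorescence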
H9c2 protect: modulators protecting cardiomyocytes from myocardial damage | H9c2 cardiomyocytes, H2O2 injury protection, ATPLite, 2 h | protection from H2O2 cell death, % at 20 µM | hit rate 0.63% among 360,000 | AID 588492;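 active means compounds giving at least 50% protection of heart cells from peroxide-induced death in the single-dose screen, raw or plate-pattern-corrected value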;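 further: 0% = DMSO wells with peroxide and 100% = DMSO wells without peroxide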
Active calls of the source: *; ? = inconclusive; . = not tested or not shown. Outcome played no part in choosing rows; about 4.2% have a hit in one of these screens.

SMILES	MC4R ag barr	HTR2A ag	CaV13 ICDI inh	Glyco luc inh	ABHD5 PLIN5 PPI	MC4R antagonist	PDI turbidity	Exocytosis inh	ABCB6 inh MLPCN	H9c2 protect
CCN(CC)CCCN(Cc1cc2cc3c(cc2[nH]c1=O)OCO3)C(=S)Nc1ccc(OC)cc1	3.1	-1.7	-57.0	-2.4	-7.8	-3.5	7.8	-0.4	106.0	24.5
Cc1[nH]n(-c2cccc(Cl)c2)c(=O)c1/C=N/n1c(C)nc2ccccc2c1=O	-0.6	-0.9	-5.6	-1.5	-19.1	3.3	14.4	0.7	97.0	50.4*
COCCN(Cc1cc2cc(C)ccc2n2nnnc12)C(=S)Nc1ccccc1C	1.6	4.1	-1.8	-1.5	-11.7	2.2	1.5	-3.0	80.0	9.0
COC(=O)Nc1ccc(S(=O)(=O)N2CCCCC2C(=O)O)cc1 (stereo unspecified)	-0.8	2.8	-7.1	-0.4	4.0	5.9	1.8	-1.3	99.0	-4.3
CC(=O)c1ccc(S(=O)(=O)Nc2cccc(-n3cnnn3)c2)cc1	-0.6	5.3	-1.6	1.5	2.9	13.9	1.1	0.9	98.0	2.1
CC(=O)Nc1ccc(NC(=O)c2cc(=O)c3cc(C)c(C)cc3o2)cc1	-0.2	-0.9	-16.4	2.7	0.3	4.7	-0.7	3.9	101.0	1.0
O=C(CCCCn1c(=O)[nH]c2ccsc2c1=O)NCc1cccnc1	-0.7	1.3	-4.2	2.2	4.3	5.4	-5.4	3.9	98.0	-2.0
CC(C)c1ccc(OC(=O)c2ccc3c(=O)n4c(nc3c2)CCC4)cc1	0.5	-4.1	-5.2	0.9	-7.5	3.5	2.7	-24.1	100.0	-9.4
O=S1(=O)CCC(n2ncc3c2/C(=C/c2ccccc2)CC3)C1 (stereo unspecified)	-0.6	-4.6	-0.3	-3.3	0.0	4.3	-5.9	15.2	93.0	-7.1
CN1C(=O)N(CC(=O)N2CCN(S(=O)(=O)c3ccc4c(c3)CCC4)CC2)C(=O)C12CCCCC2	-2.5	-1.4	-5.1	2.1	-7.9	4.8	15.5	2.8	101.0	8.3
COc1cc(=O)n(C)c2ccccc12	2.3	1.8	-6.5	5.2	7.8	-7.5	-0.3	-5.1	103.0	9.8
Cc1cc(C)c(C)c(OCC(O)CN2CCN(c3ccccn3)CC2)c1 (stereo unspecified)	-1.4	12.1	-7.3	3.3	0.0	5.4	-0.2	-1.0	95.0	-2.5
C/C(=N\Nc1nc(C)cc(-c2ccccc2)n1)c1ccc(C)o1	1.7	-4.7	-3.0	2.1	-1.3	2.1	-8.6	-0.9	97.0	47.6*
O=C(NNC(=O)c1ccc(NC(=O)c2ccccc2)cc1)c1ccc(F)cc1	5.1	6.2	.	-4.1	0.1	4.1	-1.3	1.7	93.0	-0.2
CC(Nc1ncnc2sccc12)c1ccccc1 (stereo unspecified)	-0.7	2.8	-2.3	-2.3	3.4	4.7	12.4	22.2	93.0	-17.5
Nc1cc(=O)[nH]c(SCC(=O)Nc2cc(S(=O)(=O)N3CCCCC3)ccc2Cl)n1	0.1	-0.3	-1.9	1.9	5.4	-1.1	-6.3	5.7	99.0	-11.2
COc1ccc(N(CC(=O)Nc2ccc(F)c(F)c2)S(=O)(=O)c2c(C)[nH]c(=O)[nH]c2=O)cc1	-1.9	-0.7	-2.7	2.4	1.9	-1.7	9.6	-1.2	100.0	3.2
C#Cc1ccc([C@@H]2C=C(C(=O)NC3CC3)O[C@H](OCC)[C@H]2CCCO)cc1	-1.4	2.6	-11.2	2.6	-0.8	-2.6	11.1	3.9	97.0	5.5
O=C1N/C(=C\c2ccccc2)c2ccccc21	0.4	-8.8	-9.0	19.0	3.9	2.7	2.7	4.4	86.0	11.7
CCOc1cccc(C2/C(=C(/O)c3ccc4c(c3)CC(C)O4)C(=O)C(=O)N2Cc2ccncc2)c1 (stereo unspecified)	-0.3	2.9	-3.0	4.9	-2.7	0.0	-0.7	0.0	96.0	0.1
COc1ccc2[nH]c3c(c2c1)CCN1C(=O)N([C@@H](C)C(=O)NC2CC2)C(=O)[C@]31C	-0.3	-5.3	.	3.3	-1.1	11.3	.	1.6	100.0	-2.6
CC1(C)CC2CC(C)(CN2C(=O)C23CCC(C)(C(=O)C2)C3(C)C)C1 (stereo unspecified)	1.5	1.7	-4.4	1.1	-7.1	-1.2	-2.0	0.8	104.0	-0.4
Cc1[nH]ccc(=O)c1OC1OC(CO)C(O)C(O)C1O (stereo unspecified)	-1.4	7.2	-7.1	-0.6	-0.4	-1.5	11.9	-0.6	94.0	12.1
CCc1cccc(NC(=O)CNC(=O)N2CC(=O)Nc3ccccc32)c1	-2.0	2.4	-4.9	11.3	0.4	1.3	5.2	-2.4	102.0	7.2
CC(C)CCNc1nc(N)c([N+](=O)[O-])c(NCCO)n1	3.8	0.6	-4.4	10.5	13.5	-5.7	-4.7	-5.0	92.0	2.5

Single records (already shown). Order of values: MC4R ag barr, HTR2A ag, CaV13 ICDI inh, Glyco luc inh, ABHD5 PLIN5 PPI, MC4R antagonist, PDI turbidity, Exocytosis inh, ABCB6 inh MLPCN, H9c2 protect
CCN(CC)CCCN(Cc1cc2cc3c(cc2[nH]c1=O)OCO3)C(=S)Nc1ccc(OC)cc1 across the screens: 3.1, -1.7, -57.0, -2.4, -7.8, -3.5, 7.8, -0.4, 106.0, 24.5
O=S1(=O)CCC(n2ncc3c2/C(=C/c2ccccc2)CC3)C1 (stereo unspecified) across the screens: -0.6, -4.6, -0.3, -3.3, 0.0, 4.3, -5.9, 15.2, 93.0, -7.1
COC(=O)Nc1ccc(S(=O)(=O)N2CCCCC2C(=O)O)cc1 (stereo unspecified) across the screens: -0.8, 2.8, -7.1, -0.4, 4.0, 5.9, 1.8, -1.3, 99.0, -4.3
CC1(C)CC2CC(C)(CN2C(=O)C23CCC(C)(C(=O)C2)C3(C)C)C1 (stereo unspecified) across the screens: 1.5, 1.7, -4.4, 1.1, -7.1, -1.2, -2.0, 0.8, 104.0, -0.4

Going on with the list.
SMILES	MC4R ag barr	HTR2A ag	CaV13 ICDI inh	Glyco luc inh	ABHD5 PLIN5 PPI	MC4R antagonist	PDI turbidity	Exocytosis inh	ABCB6 inh MLPCN	H9c2 protect
CCCCCCNC(=O)C(=O)NCCc1ccc(Cl)cc1	-1.6	-1.7	-3.8	-2.3	3.8	8.1	-7.9	6.8	95.0	6.0
C[C@@H]1CN([C@H](C)CO)S(=O)(=O)c2ccc(Br)cc2O[C@H]1CN(C)C(=O)Nc1ccccc1	-1.5	0.1	-7.0	-0.4	-0.5	4.3	-5.9	-0.4	101.0	2.9
CCn1c(=O)c(C(=O)NCCc2ccc(OC)c(OC)c2)c(O)c2ccccc21	2.3	4.0	-1.8	-0.8	-3.4	26.1	3.5	-8.1	102.0	32.7
COc1cc(NC(=O)c2cc3ccccc3cc2O)c(OC)cc1Cl	4.7	21.4*	-15.4	-12.5	-16.5	18.5	-12.8	32.4	87.0	-21.2
CN(C(=O)CN(C)S(=O)(=O)c1ccc(F)cc1)c1c(N)n(Cc2ccccc2)c(=O)[nH]c1=O	2.1	5.8	-6.2	2.4	8.3	5.7	-3.1	7.1	97.0	0.3
COc1ccc(NC(=O)CSc2ccc(F)cc2)cc1S(=O)(=O)N1CCCCC1	0.9	0.0	-1.2	1.8	3.5	6.1	-4.2	1.8	93.0	-0.2
COc1ccc(NC(=O)/C(C#N)=C\c2ccc(-c3cccc(C(=O)O)c3C)o2)cc1	-1.5	1.9	-5.7	0.4	1.8	-2.3	-6.3	12.6	101.0	5.7
COc1ccc(-n2c(=O)[nH]c3cc(C(=O)NCCc4ccc(OC)c(OC)c4)ccc3c2=O)c(OC)c1	-2.1	-2.5	-17.7	-0.8	-3.6	15.2	-2.8	-17.0	98.0	5.6
Cc1[nH]n(-c2ccccc2)c(=O)c1C(C[N+](=O)[O-])c1ccc(F)cc1 (stereo unspecified)	-0.9	-2.4	-5.3	0.2	-25.6	5.4	1.5	-1.2	95.0	2.1
CCOc1ccc(-c2nc(C#N)c(N3CCN(C)CC3)o2)cc1	-0.4	0.7	-9.7	-0.7	10.5	1.1	-0.8	-4.4	100.0	1.6
CCOC(=O)N1CCN(C2CC(=O)N(c3ccc(F)cc3)C2=O)CC1 (stereo unspecified)	2.1	-1.0	.	0.1	7.2	-0.2	-10.4	5.9	97.0	-3.7
O=c1[nH]c2ccc(N/C(=N/S(=O)(=O)c3ccccc3)c3ccccc3)cc2[nH]1	-0.6	-6.5	-5.9	1.1	-1.9	1.6	8.5	4.2	109.0	12.5
COc1ccc(-c2nnc3ccc(SCC(=O)NCc4ccco4)nn23)cc1	-0.1	2.7	-8.5	-1.0	8.1	5.2	-1.0	-3.7	105.0	1.6
O=C1CN(C(=O)c2ccc(F)c(S(=O)(=O)N3CCOCC3)c2)c2ccccc2N1	-0.5	0.8	2.9	0.2	-4.2	6.3	-4.3	-0.8	96.0	-4.8
COc1cccc(-c2noc(-c3ccc(Cl)nc3)n2)c1	8.7*	6.2	-2.0	-1.5	-1.5	-9.5	11.0	-0.5	93.0	-5.5
NC(=O)[C@@H]1CCNc2c(I)cc([N+](=O)[O-])cc2C(=O)N[C@@H](CCC(=O)O)C(=O)N[C@@H](CO)C(=O)N1	1.0	4.8	.	1.3	3.4	2.1	-3.2	2.4	100.0	2.3
COc1ccc(C(=O)CSc2cc(C)nc3nc(C)nn23)cc1OC	-1.2	4.1	.	6.4	1.1	8.9	-1.3	-1.7	108.0	1.6
COc1ccc(/C(N)=N/OC(=O)c2ccc3c(c2)OCO3)cc1OC	-1.3	-1.8	-6.5	-3.4	2.2	-6.4	-5.5	-2.3	101.0	-12.8
Cc1cc(OCc2cc(C(=O)N3CCCCCC3)no2)cc(C)c1Cl	1.9	-7.4	-5.7	1.6	-3.5	-2.0	-2.8	-15.9	98.0	-6.9
CCCc1cc(=O)n2c(nc3ccccc32)[nH]1	1.4	6.3	-1.7	2.2	3.8	-4.8	3.6	?	100.0	-12.3

Part of the list above in order of SMILES length, high to low.
SMILES	MC4R ag barr	HTR2A ag	CaV13 ICDI inh	Glyco luc inh	ABHD5 PLIN5 PPI	MC4R antagonist	PDI turbidity	Exocytosis inh	ABCB6 inh MLPCN	H9c2 protect
COc1ccc(-c2nnc3ccc(SCC(=O)NCc4ccco4)nn23)cc1	-0.1	2.7	-8.5	-1.0	8.1	5.2	-1.0	-3.7	105.0	1.6
COc1ccc(/C(N)=N/OC(=O)c2ccc3c(c2)OCO3)cc1OC	-1.3	-1.8	-6.5	-3.4	2.2	-6.4	-5.5	-2.3	101.0	-12.8
Cc1cc(OCc2cc(C(=O)N3CCCCCC3)no2)cc(C)c1Cl	1.9	-7.4	-5.7	1.6	-3.5	-2.0	-2.8	-15.9	98.0	-6.9
